MLL CXXC-DNA inh: inhibitors of human MLL CXXC domain-DNA interaction. Potency, µM (doses to about 115 µM), for inactives: at the highest dose activity change, negative = inhibition, usual class: inhibitors. AID 2662. hit rate 0.037% among 290,000. MLL-CXXC / FITC-HOXA9 DNA fluorescence polarization; active means well fitted inhibition curve with a large enough effect in the polarisation, with a control signal flat, not every such curve was filed as active; inconclusive means small, poorly fitted or top-dose-only effect, or effect the other way, or a change in a side signal; inactive means no such curve, though single readings can be large or run the other way; the % refers to the polarisation; further: potency means the concentration at half of the fitted maximal effect
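Steps: dispense CXXC domain solution (7 uM) → pin compounds or unlabeled HOX-A9 DNA control → 5 min ambient → add FLSN-HOX-A9 solution (50 nM) → spin → 30 min ambient → fluorescence polarization. Tris pH 7.5/NaCl/DTT/BSA buffer.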
KCNH2 WT inh: KCNH2 (human, wildtype) channel inhibition | Q12809 | U2OS, BacMam KCNH2, thallium flux FluxOr; active compounds read low | activity change, % at 1.84 µM | hit rate 0.37% among 340,000 | AID 720551;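 active means maximum activity change below -70%; inconclusive means maximum activity change between -70% and -50%; inactive means maximum activity change above -50%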; further: on the % scale 0 is the no-effect control and ±100 the full control effect
Target sequence (Q12809 whole entry, looked up): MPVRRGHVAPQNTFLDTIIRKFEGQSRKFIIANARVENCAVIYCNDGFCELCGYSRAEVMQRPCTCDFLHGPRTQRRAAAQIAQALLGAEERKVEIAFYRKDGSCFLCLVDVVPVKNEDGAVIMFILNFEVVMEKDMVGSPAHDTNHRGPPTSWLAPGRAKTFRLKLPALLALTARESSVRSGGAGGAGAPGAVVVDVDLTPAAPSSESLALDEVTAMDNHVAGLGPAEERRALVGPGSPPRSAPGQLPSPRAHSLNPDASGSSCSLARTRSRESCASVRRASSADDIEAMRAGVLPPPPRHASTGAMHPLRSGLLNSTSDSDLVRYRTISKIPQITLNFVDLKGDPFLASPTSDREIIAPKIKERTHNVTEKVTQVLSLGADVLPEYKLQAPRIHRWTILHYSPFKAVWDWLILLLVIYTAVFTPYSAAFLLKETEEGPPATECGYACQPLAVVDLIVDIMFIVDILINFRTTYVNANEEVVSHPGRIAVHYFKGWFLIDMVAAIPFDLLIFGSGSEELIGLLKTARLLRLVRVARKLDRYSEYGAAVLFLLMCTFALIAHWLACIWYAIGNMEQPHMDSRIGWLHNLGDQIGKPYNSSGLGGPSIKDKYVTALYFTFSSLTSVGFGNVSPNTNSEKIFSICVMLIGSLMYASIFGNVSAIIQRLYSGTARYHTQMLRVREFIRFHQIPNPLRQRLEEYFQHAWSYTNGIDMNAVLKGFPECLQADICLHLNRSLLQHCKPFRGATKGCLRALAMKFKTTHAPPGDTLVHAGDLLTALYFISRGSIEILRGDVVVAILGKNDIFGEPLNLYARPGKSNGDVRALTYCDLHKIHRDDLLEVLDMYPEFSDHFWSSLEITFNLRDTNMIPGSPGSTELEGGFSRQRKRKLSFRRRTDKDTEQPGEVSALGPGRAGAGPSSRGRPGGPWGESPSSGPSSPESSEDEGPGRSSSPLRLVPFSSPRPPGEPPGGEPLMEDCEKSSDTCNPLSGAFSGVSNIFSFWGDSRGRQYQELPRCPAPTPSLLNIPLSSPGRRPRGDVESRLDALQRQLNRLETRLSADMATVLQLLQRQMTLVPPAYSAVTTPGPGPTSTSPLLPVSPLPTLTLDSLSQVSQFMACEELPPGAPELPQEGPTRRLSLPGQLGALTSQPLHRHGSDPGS
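U2OS cells were transduced with wild-type KCNH2 virus (2.03 x 10^8 / mL) for 4 h at room temperature, then cultured overnight at 37 C. Thallium flux was read with FluxOr dye. Rate constants were normalized to DMSO controls.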
B2AR arrestin: agonists driving beta-arrestin recruitment to human beta2-adrenergic receptor; beta-arrestin recruitment to beta2AR, cell-based reporter; hit rate 0.02% among 330,000; Potency, µM (top dose mostly 46.1 µM), for inactives: at the highest dose activation, actives largely listed as activators; P07550;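 further: potency means the concentration at half of the fitted maximal effect; 0% = DMSO controls and full agonism = EC100 isoproterenol or metaproterenol; nearly all actives have a fitted effect of over 65% in size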
KCNH2 3.1 block: KCNH2 3.1 (human) potassium channel inhibition; AID 720553; hit rate 0.95% among 340,000; activity change, % (tested at about 1.8 µM); U2OS KCNH2 3.1, thallium flux FluxOr; active compounds read low;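 active means maximum activity change below -70%; inconclusive means maximum activity change from -70% to -50%; inactive means maximum activity change above -50%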;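 further: thallium influx rate constant from kinetic fluorescence after stimulation buffer; on the % scale 0 is the no-effect control and ±100 the full control effect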
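Thallium flux read-out: FluxOr dye with Red40 quencher in HBSS/HEPES, 45 min at RT. Rate constants from kinetic reads were normalized to positive and negative DMSO controls. Cells: U2OS virally expressing the 3.1 isoform.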
Giardia kill: Giardia lamblia killing; hit rate 0.15% among 340,000; activity change, % at 7.66 µM, hits read low; Giardia lamblia trophozoite viability; in the data active means activity change below about -80%; inconclusive means between about -30% and that limit;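 further: parasites exposed to compound for two days anaerobically before the ATP read; on the % scale 0 is the no-effect control and ±100 the full control effect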
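ATP-content bioluminescence gauges trophozoite survival. Cells (100/well) receive compound and incubate anaerobically for 48 hrs at 37 deg C; detection reagent follows for 15-30 min at room temperature.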
Menin MLL FP TR: menin-MLL binding inhibition, Texas Red mutant peptide | O00255 | Menin + Texas Red MLL mutant peptide, fluorescence polarization | Potency, µM (titrated, usually from 61.6 µM), for inactives: top-dose FP activity change, negative = inhibition, actives largely listed as inhibitors | hit rate 0.23% among 270,000; active means well fitted inhibition curve with a large enough effect in the polarisation, with a control signal flat, not every such curve was filed as active; inconclusive means small, poorly fitted or top-dose-only effect, or effect the other way, or a change in a side signal; inactive means no such curve, though single readings can be large or run the other way; the % refers to the polarisation; further: potency means the concentration at half of the fitted maximal effect; % of control where 0% means no effect; many of its hits are not listed in these tables
USP2a block: blocks human ubiquitin-specific protease USP2a; O75604; USP2 core, Ub-CHOP2 coupled fluorogenic reporter, 485/531; Potency, µM (top dose mostly 38.3 µM), inactives show top-dose activity change, negative = inhibition, actives largely listed as inhibitors; hit rate 0.01% among 330,000; AID 463254;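 further: potency means the concentration at half of the fitted maximal effect; plate controls were DMSO wells for no effect and full inhibition by NEM control for full effect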
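Deubiquitinase activity read as fluorescence (485/531 nm) after Ub-CHOP2 cleavage activates the enterokinase reporter on its substrate; USP2 core 10nM, Ub-CHOP2 and substrate 25nM each, 30min compound preincubation then 60min RT; data normalized to NEM, curves fitted.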
Active calls of the source: *; ? = inconclusive; · = not tested or not shown; & = joins results of further samples; [ ] = another dose, or the depositor's remark. Unless noted, the call rests on the fitted dose curve; in most records, active means well fitted curve in the direction sought with a large enough effect; inconclusive means small, poorly fitted or top-dose-only effect, or another doubt; inactive means no such curve, though single readings can be large; an effect the other way counts as inactive or inconclusive.

SMILES	MLL CXXC-DNA inh	KCNH2 WT inh	B2AR arrestin	KCNH2 3.1 block	Giardia kill	Menin MLL FP TR	USP2a block
CC(Sc1nc2ncc(Cl)cc2[nH]1)C(=O)Nc1ccccc1[N+](=O)[O-] (stereo not drawn)	·	-1	·	?	·	·	·
O=C(NN=Cc1ccc2c(c1)CCC2)c1ccccc1[N+](=O)[O-]	·	-7	·	-5	·	·	·
COC(=O)c1ccccc1S(=O)(=O)N1CCC(C(=O)NCc2ccccn2)CC1	·	4	·	10	·	·	·
CC(OC(=O)C1=COCCO1)C(=O)NC1CCCC(C)C1C (stereo not drawn)	·	14	·	-2	·	·	·
C[C@H](CO)N1C[C@H](C)[C@H](CN(C)S(=O)(=O)c2ccccc2)OCc2cnnn2CCCC1=O	·	5	·	8	·	·	·
C[C@H](NC(=O)c1ncn2c1C(=O)N[C@@H](C)C2)C(=O)OC(C)(C)C	·	-2	·	-2	·	·	·
COc1ccc2c(c1)Cc1cc(NC(=O)c3ccccc3-c3ccccc3C(=O)O)ccc1-2	·	-4	·	0	·	·	·
CC1CCN(S(=O)(=O)c2ccc3c(c2)C(Cl)(Cl)C(=O)N3)CC1	·	-7	·	-15	·	·	·
O=C(Nc1ccccn1)C1CCN(C(=O)c2ccc(Cl)cc2)CC1	·	11	·	20	·	·	·
Cc1ccc(NC2CCCN(C(=O)c3nonc3C)C2)cc1C (stereo not drawn)	·	-6	·	8	·	·	·
C/C(=N\NC(=O)c1nnn(-c2nonc2N)c1CSc1ccc(C)cc1)c1cccnc1	·	1	·	5	·	·	·
COc1cccc(C=Cc2nccc3ccccc23)c1OC	·	-6	·	-2	·	·	·
O=C(CS(=O)(=O)c1ccc(Cl)cc1)N1CCN(c2ccccc2)CC1	·	9	·	0	·	·	·
COC(=O)C[C@@H]1C[C@@H]2c3cc(NC(=O)Cc4ccncc4)ccc3O[C@@H]2[C@@H](CO)O1	·	-5	·	7	·	·	·
CC(=O)Nc1ccc(S(=O)(=O)NCCc2ccc3c(c2)OCCO3)cc1	·	-9	·	6	·	·	·
Cc1ccc([C@H]2C[C@H](O)[C@@H](n3cc(C4CC4)nn3)CN2C(=O)C2CCCCC2)cc1	·	-12	·	-3	·	·	·
O=C(NCc1ccco1)c1cccc2c1C(=O)c1ccc(N3CCC(N4CCCCC4)CC3)cc1S2(=O)=O	·	-15	·	-7	·	·	·
O=C(O)c1ccc(COc2ccc([N+](=O)[O-])cc2Cl)cc1	·	-9	·	7	·	·	·
C[C@@H]1CN([C@H](C)CO)C(=O)CCCn2cc(nn2)CO[C@H]1CN(C)C(=O)c1cc(-c2ccccc2)on1	·	-17	·	-7	·	·	·
CC1CCCCC12NC(=O)N(CC(=O)Nc1cccnc1)C2=O (stereo not drawn)	·	28	·	12	·	·	·
C[C@H](CO)N1C[C@H](C)[C@H](CN(C)S(=O)(=O)c2cccc(C#N)c2)OCc2cnnn2CCCC1=O	·	-24	·	6	·	·	·
C[C@H]1CN([C@@H](C)CO)C(=O)CCCn2cc(nn2)CO[C@@H]1CN(C)C(=O)CCC(F)(F)F	·	-16	·	-10	·	·	·
CC(CN1CC(=O)NC(=O)C1)N1CC(=O)NC(=O)C1 (stereo not drawn)	-2%	2	·	-3	·	0%	·
Cn1nnnc1Sc1ncnc2scc(-c3cccc4c3sc3ccccc34)c12	·	·	-0.3%	·	6	·	1%
NC(=O)C1CCN(c2nc(-c3cccc(N)c3)cs2)CC1	·	·	-0.1%&0.4%	·	-11	·	-1%&2%
CC(C)(C)OC(=O)C[C@@H]1C/C=C\C[C@@H](CC(=O)N[C@H](CO)Cc2ccccc2)C(=O)N2CCC[C@H]2COC1=O	·	·	0.5%	·	-11	·	4%
O=C(OCC#CCSc1nnc(-c2cccc3ccccc23)o1)c1ccc(Br)cc1	·	·	-0.1%&-0.3%	·	10	·	-1%&7%
COc1ccc(-c2cc3cc(F)ccc3cn2)cc1	·	·	0.2%	·	-14	·	0%
CC(C)(C)[C@@H]1COC(=O)[C@H](Cc2ccc(F)cc2)CC/C=C\C[C@H](CC(=O)N(CCO)Cc2ccccc2)C(=O)N1	·	·	0.2%	·	5	·	-8%
O=C1NC[C@@H](c2ccccc2)OC(=O)[C@H](Cc2ccc(F)cc2)C/C=C\C[C@H]1CC(=O)N(CCO)Cc1ccccc1	·	·	0.0%	·	9	·	2%
CCOC(=O)c1cccc(-n2cccc2/C=C2\NC(=O)N(CC(=O)O)C2=O)c1	·	·	-0.1%	·	-9	·	2%
Cn1c2cc(Br)sc2c2cnn(Cc3ccc(F)cc3F)c(=O)c21	·	·	-0.1%&0.1%	·	-26	·	-2%&1%
CC(=O)c1cccc(-c2csc(N3CCC(C(N)=O)CC3)n2)c1	·	·	0.1%&0.0%	·	0	·	2%&2%
CC(O)c1cc2c(s1)c1cnn(Cc3ccccc3F)c(=O)c1n2C (stereo not drawn)	·	·	-0.3%	·	30[activator]	·	0%
Cc1ccc(C(=O)Nc2ccc(N3CCCCC3)cc2)cc1	·	·	-0.3%	·	-4	·	1%
Cc1nc(SCc2nc3c(O)cccc3[nH]2)c2oc3ccccc3c2n1	·	·	0.3%	·	-7	·	0%
O=C1NCCOC(=O)[C@H](Cc2ccc(F)cc2)C/C=C\C[C@@H]1CC(=O)N(CCO)Cc1ccccc1	·	·	-0.2%	·	-13	·	2%
CC(C)(C)OC(=O)C[C@@H]1C/C=C\C[C@H](CC(=O)NCCO)C(=O)N2CCC[C@H]2COC1=O	·	·	0.2%	·	-28	·	2%
NC(=O)C1CCN(c2nc(-c3cccnc3)cs2)CC1	·	·	0.0%&-1.5%	·	-15	·	-1%&14%
CC(C)(C)OC(=O)C[C@@H]1C/C=C\C[C@H](CC(=O)NCCO)C(=O)N2CCC[C@@H]2COC1=O	·	·	0.1%	·	5	·	4%

Just B2AR arrestin and KCNH2 WT inh, for two of the compounds above:
Structure	B2AR arrestin	KCNH2 WT inh
CC(C)(C)OC(=O)C[C@@H]1C/C=C\C[C@H](CC(=O)NCCO)C(=O)N2CCC[C@H]2COC1=O	0.2%	·
NC(=O)C1CCN(c2nc(-c3cccnc3)cs2)CC1	0.0%&-1.5%	·

Later entries
SMILES	MLL CXXC-DNA inh	KCNH2 WT inh	B2AR arrestin	KCNH2 3.1 block	Giardia kill	Menin MLL FP TR	USP2a block
O=C(C[C@@H]1C/C=C\C[C@H](NC(=O)OCC2c3ccccc3-c3ccccc32)C(=O)OC[C@@H]2CCCN2C1=O)N[C@@H](CO)Cc1ccccc1	·	·	-0.2%	·	-5	·	-6%
C=CCC[C@H](Cc1ccc(F)cc1)C(=O)OC[C@H](Cc1c[nH]c2ccccc12)NC(=O)[C@H](CC=C)CC(=O)NCCO	·	·	-0.1%	·	-9	·	-9%
COc1ccc2sc(-c3ccc(S(C)(=O)=O)cc3)c(C(=O)NCCc3c[nH]c4ccccc34)c2c1	·	·	-0.1%	·	34[activator]	·	-5%
COc1ccccc1C(=O)OCC#CCSc1nnc(-c2cccc3ccccc23)o1	·	·	0.3%&0.0%	·	-13	·	0%&4%
COc1ccc(C2=Nn3c(nnc3-c3ccccc3F)SC2)cc1OC1CCOC1 (stereo not drawn)	·	·	-0.2%	·	-29	·	0%
O=C(O)CN1C(=O)N/C(=C\c2cccn2-c2ccc(P(=O)(O)O)cc2)C1=O	·	·	-3.8%	·	3	·	0%
O=C1CCC/C=C\C[C@@H](CC(=O)N(CCO)Cc2ccccc2)C(=O)NCCO1	·	·	0.1%	·	-5	·	2%
Cc1ccc(NC(=O)c2nc[nH]c2C(=O)NCCCNC(=O)c2[nH]cnc2C(=O)Nc2ccc(C)cc2)cc1	·	·	-0.1%	·	17	·	3%
COc1ccc(-c2sc3ccc(N4CCOCC4)cc3c2C#CC2(O)CCCCC2)cc1	·	·	-0.1%	·	-12	·	1%
O=S(=O)(NCC1CN(S(=O)(=O)c2ccc3c(c2)OCCO3)C1)c1c(F)cccc1F	·	·	0.0%	·	-1	·	2%
Cc1ccc(CNC(=O)c2c(-c3ccccc3)sc3ccccc23)o1	·	·	-0.5%	·	-19	·	3%
CCOC(=O)C1=CC[C@@H](c2cc(OC)c(OC)c(OC)c2)N(S(=O)(=O)c2ccc(C)cc2)[C@H]1C(=O)OCC	·	·	-0.2%	·	6	·	5%
O=C(OCC#CCSc1nnc(-c2cccc3ccccc23)o1)c1cnc[nH]1	·	·	-0.1%&0.3%	·	-1	·	-2%&1%
CCOC(=O)[C@H]1[C@H]2COc3ccc(C)cc3[C@@H]2N2C(=O)c3cc(Br)ccc3NC(=O)[C@@]12C	·	·	0.1%	·	-4	·	-8%
Cn1nnnc1Sc1ncnc2scc(-c3ccc4c(c3)OCO4)c12	·	·	-0.5%	·	-13	·	?
CC(C)C[C@H](CO)N(Cc1ccccc1)S(=O)(=O)N(Cc1ccccc1)[C@@H](CO)CC(C)C	·	·	-0.1%	·	-21	·	-10%
O=C1c2cc(Br)ccc2N(Cc2ccc(Br)cc2)S(=O)(=O)C1c1cc(Cl)c(Cl)cc1[N+](=O)[O-] (stereo not drawn)	·	·	0.2%	·	14	·	-17%
O=C1NC[C@@H](c2ccccc2)OC(=O)[C@H](Cc2ccc(F)cc2)CC/C=C/C[C@H]1CC(=O)N(CCO)Cc1ccccc1	·	·	-0.1%	·	-7	·	-1%
NC(=O)C1CCN(c2nc(-c3ccc4c(c3)OCCO4)cs2)CC1	·	·	0.0%&-1.2%	·	-2	·	0%&2%
COc1cc2sc(-c3ccc(S(C)(=O)=O)cc3)c(C(=O)NCCCCO)c2cc1OC	·	·	0.2%	·	19	·	6%
C#CCOCCOCCOCCNc1nc(N2CCOCC2)nc(N2CCN(C(=O)[C@H](CCCN=C(N)N)n3cc(C(N)[C@@H](C)CC)nn3)CC2)n1 (stereo partly drawn)	·	·	0.0%	·	-11	·	2%
CCC/C(=C1/c2ccccc2C(=O)N1c1ccccc1)c1ccc(O[C@@H]2CCCCO2)cc1	·	·	-0.5%	·	-7	·	1%
COc1cc(/C=C2\Oc3ccc(C#Cc4ccc(O)cc4)cc3C2=O)cc(OC)c1	·	·	-0.6%	·	-7	·	0%
Cc1ccc(CSc2nnc(-c3cccc4ccccc34)o2)cc1	·	·	-0.1%	·	17	·	2%
CN(C)Cc1c(C(C)(C)O)[nH]c2ccc(C(F)(F)F)cc12	·	·	0.3%	·	?	·	0%
O=C(Cn1cc(CNC(=O)C2CCCCC2)nn1)Nc1cc(C(F)(F)F)ccc1Cl	·	·	-0.8%	·	-14	·	-1%
Cn1c2cc(Br)sc2c2cnn(Cc3c(F)cccc3Cl)c(=O)c21	·	·	-0.2%&-0.1%	·	10	·	-1%&2%

Only part of the results is shown, so the mix of outcomes need not match the whole.
